TbMetRS inhib = Trypanosoma brucei MetRS inhibition. purified T. brucei MetRS, ATP depletion, Kinase-Glo luminescence. inhibition, % at 11.9 µM. 360,000 tested, 0.4% active. AID 624268;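 active = inhibition above a per-plate cutoff of the control wells' mean inhibition plus 3 SD, cut at about 5.5% in these data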;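 also: 0% = DMSO wells median and 100% = median of wells with control inhibitor compound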
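Test system: purified T. brucei MetRS enzyme. Also added: ATP, methionine and E. coli bulk tRNA substrates. Compound: 11.9 µM single point. Schedule: 15 min enzyme-compound preincubation, 2 h reaction, 10 min detection, 25 °C. Signal: luciferase luminescence of residual ATP, Kinase-Glo. Evaluation: percent inhibition versus plate control medians. Controls: DMSO wells, low control.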
MsrA inhibitor = inhibits bovine methionine sulfoxide reductase A | purified bovine MsrA, absorbance read-out | inhibition, % at 15.5 µM | 360,000 tested, 0.75% active | AID 651718; in the data active = inhibition above about 4.5%;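 also: 0% = vehicle wells with enzyme and 100% = reference inhibitor wells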
Scp-1 inhibitor = Scp-1 (human) phosphatase inhibition; 340,000 tested, 0.88% active; AID 493091; inhibition, % at 20 µM; Recombinant Scp1, phosphopeptide, malachite green phosphate absorbance;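 active = inhibition above about 50% at 20 µM, limit read from the data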;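 also: plate controls were DMSO wells with enzyme for no effect and wells lacking enzyme for full effect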
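Test system – truncated SCP-1 phosphatase (76-261aa) · Reagent – Phosphorylated 17-residue peptide substrate · Incubation – 45 min room-temperature reaction, 5 min colour, 30 min stabiliser · Detection – colorimetric phosphate reagent with accelerator and stabiliser, absorbance at 630 nm · Measure – % inhibition at 20 µM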
NadD block = NadD (S. aureus) enzyme inhibition. inhibition, % at 20 µM. purified NadD enzyme, colorimetric absorbance read-out. AID 602399. 360,000 tested, 0.78% active; in the data active = inhibition above about 26%; also: some compounds past the cut are filed as inactive
LMPTP inh = blocks human LMPTP phosphatase; recombinant LMPTP-A, OMFP fluorogenic substrate, fluorescence intensity; AID 651560; 360,000 tested, 0.22% active; inhibition, % at 20 µM; P24666;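 active = compounds that cut the enzyme signal by at least half of the control window in the single-dose screen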;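 also: plate controls were DMSO wells with enzyme plus substrate for no effect and substrate without enzyme for full effect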
Target sequence (P24666 whole entry, looked up): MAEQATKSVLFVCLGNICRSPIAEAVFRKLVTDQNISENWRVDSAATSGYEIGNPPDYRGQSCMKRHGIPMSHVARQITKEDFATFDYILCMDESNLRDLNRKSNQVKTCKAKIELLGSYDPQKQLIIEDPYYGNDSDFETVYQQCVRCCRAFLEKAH
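Assay system: LMPTP-A phosphatase enzyme | Input: 0.625 nM enzyme | Also added: Fluorogenic phosphatase substrate OMFP at 400 µM final | Compound dosing: One test concentration per compound, 20 µM, with 3% DMSO overall | Schedule: 50 min enzyme reaction at room temperature, protected from light | Signal: Fluorescence intensity | Benchmarks: no-enzyme and uninhibited controls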
DNMT1 inh = DNMT1 (human) enzyme inhibition; P26358; DNMT1 molecular beacon, Hinp1I cleavage, fluorescence; inhibition (reported as % activation of signal), % at 10 µM; 360,000 tested, 0.83% active; AID 588458; in the data active = inhibition above about 50%
CSN inh = CSN deneddylation inhibition. inhibition, % at 12.5 µM. Purified CSN, SCF-Nedd8-OG deneddylation, fluorescence polarization. Q92905. 360,000 tested, 0.38% active. AID 651999;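 active = pattern-corrected inhibition above about 35%, with an unprinted fluorescence ratio check between 0.5 and 1.5, limit read from the data, passing the limit was not always enough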;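 also: 0% = enzyme with substrate and 100% = substrate without enzyme; some results filed as inactive read as strong as hits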
Target sequence (Q92905 whole entry, looked up, one chain of several): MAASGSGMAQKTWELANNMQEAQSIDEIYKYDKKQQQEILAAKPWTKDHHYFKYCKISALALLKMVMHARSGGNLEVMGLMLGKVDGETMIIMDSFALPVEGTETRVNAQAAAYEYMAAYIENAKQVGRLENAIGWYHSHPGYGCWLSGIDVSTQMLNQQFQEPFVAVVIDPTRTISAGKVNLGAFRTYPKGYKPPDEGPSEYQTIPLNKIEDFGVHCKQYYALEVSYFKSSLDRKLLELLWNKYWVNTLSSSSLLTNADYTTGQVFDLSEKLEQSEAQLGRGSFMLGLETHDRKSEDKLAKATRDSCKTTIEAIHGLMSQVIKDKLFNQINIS
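Assay system: purified human Csn5 enzyme expressed in HEK293T cells; measure: % inhibition; also added: SCFSkp2-Nedd8OG substrate at 10 nM final; technique: fluorescence polarization; times: reaction 90 min, room temperature; medium: Tris buffer pH 7.5, NaCl, DTT, Tween-20, trehalose, ovalbumin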
SUMO1-SIM PPI = modulators of human SUMO1-mediated protein-protein interactions | P63165 | SUMO1 binding to a labelled peptide, TR-FRET, 1 h | inhibition, % at 20 µM | 360,000 tested, 0.33% active | AID 602429; in the data active = inhibition above about 37%
Target sequence (P63165 whole entry, looked up): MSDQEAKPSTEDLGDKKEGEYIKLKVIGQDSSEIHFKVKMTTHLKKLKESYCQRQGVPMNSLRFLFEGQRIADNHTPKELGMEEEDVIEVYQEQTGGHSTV
Rpn11 inh = Rpn11 (human) deubiquitinase inhibition; O00487; human 26S proteasome, Ub4-pepOG fluorescence polarization; 20S core pre-blocked with epoxomicin; calls only at 20 µM; 360,000 tested, 0.59% active; AID 588493;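 active = inhibition at 20 µM, scaled to each plate's controls, above about 33%, limit read from the data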
Target sequence (O00487 whole entry, looked up): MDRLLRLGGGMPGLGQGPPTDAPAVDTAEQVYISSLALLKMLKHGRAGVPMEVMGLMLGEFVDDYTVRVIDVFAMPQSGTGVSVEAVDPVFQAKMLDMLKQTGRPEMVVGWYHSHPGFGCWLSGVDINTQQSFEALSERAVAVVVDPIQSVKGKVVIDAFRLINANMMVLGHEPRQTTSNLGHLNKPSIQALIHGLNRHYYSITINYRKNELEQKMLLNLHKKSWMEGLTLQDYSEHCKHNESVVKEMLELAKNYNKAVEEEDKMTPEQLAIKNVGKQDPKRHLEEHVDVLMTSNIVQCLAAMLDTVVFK
STEP inh = STEP (human) phosphatase inhibition | recombinant STEP, OMFP fluorogenic substrate, fluorescence | inhibition, % at 20 µM | 360,000 tested, 0.25% active | AID 588621;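 active = inhibition at 20 µM, scaled per plate between control wells, above about 37%, limit read from the data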;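 also: 0% = DMSO with enzyme and substrate and 100% = substrate only without enzyme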
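System: STEP phosphatase, cell-free reaction; Buffer or medium: Bis-Tris pH 6.0 buffer with DTT, detergent; Incubation: 20 min at room temperature, dark; Measured by: fluorescence, 480/540 nm.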
Active calls of the source: *; i = inactive; . = not tested or not shown. Rows were taken by chance, and some 3.9% of all compounds hit somewhere here.

SMILES	TbMetRS inhib	MsrA inhibitor	Scp-1 inhibitor	NadD block	LMPTP inh	DNMT1 inh	CSN inh	SUMO1-SIM PPI	Rpn11 inh	STEP inh
Cc1csc(CN(C)C(=O)C2CCC(=O)N(CCN(C)C)C2)n1 (stereo not drawn)	0.0	-0.3	-5	-2	-1.2	0	-3	2	i	-1
O=C(COc1coc(CN2CCN(c3ccccc3F)CC2)cc1=O)Nc1ccccc1	-0.7	0.3	-6	-3	-0.4	2	-6	3	i	-1
CCCn1cnc2c(Sc3c([N+](=O)[O-])ncn3C)nc(N)nc21	-0.1	4.5	-5	-1	-1.5	2	2	-17	i	-1
CS(=O)(=O)Nc1cccc2cccnc12	-1.4	0.3	-3	5	0.4	-5	-3	-2	i	1
O=C1CCN(Cc2ccco2)C(=S)N1	0.1	-0.8	-5	0	-0.9	2	5	-1	i	1
O=C(CCC1CCCN(C(=O)c2ccc3c(c2)OCCO3)C1)NCc1ccccc1F (stereo not drawn)	-0.2	-0.3	-10	-3	-1.1	4	-2	-3	i	1
Cc1c(Cl)c([N+](=O)[O-])nn1Cc1ccc(C(=O)N/N=C\c2cccc(Br)c2)o1	-0.2	1.5	-2	21	4.1	-13	3	-10	i	3
COc1ccc(CCC(=O)Nc2nnc(C(C)(C)C)s2)cc1	-0.1	-0.7	-2	-9	-0.7	-1	4	7	i	-6
C=C(C)C(=O)Nc1cccc(C2=NOC3(C2)C[C@H](C(N)=O)N(C(=O)CC)C3)c1 (stereo partly drawn)	1.2	.	64*	-7	-0.5	99*	23	62*	i	3
Cn1c(=O)[nH]c(=O)c2c1nc(NCc1ccccc1)n2CC(O)c1ccccc1 (stereo not drawn)	0.2	0.6	-3	-5	-0.4	3	-2	0	i	-2
O=C(NCc1cc(Cl)cc(Cl)c1)c1csc([C@@H]2C[C@H](O)[C@@H](CO)O2)n1	22*	0.7	.	-1	-0.3	3	1	2	i	1
Nc1nc(Nc2ccc(Cl)cc2)c(NC=O)c(=O)[nH]1	-0.1	-1.3	1	-9	-0.8	-6	0	5	i	-1
O=C(CCNS(=O)(=O)c1cccc2nsnc12)Nc1ccc2c(c1)OCCO2	0.3	-0.2	-5	-5	0.8	1	2	-20	i	0
CSc1nc(C)cc(OCCNS(=O)(=O)c2cc(C)ccc2C)n1	-0.2	-2.4	-2	-5	-0.4	67*	-1	1	i	-14
Cc1n[nH]c(C)c1CCCOc1ccccc1	0.1	-0.6	-3	-4	-1.6	4	2	4	i	3
CCCn1c(NC(=O)C2CCN(C(=O)c3ccccc3C)CC2)nc2ccccc21	-0.5	-1.1	-1	1	-2.1	1	-1	3	i	1
O=C(CNC(=O)c1ccccc1)OCC(=O)N1c2ccccc2Sc2ccccc21	0.3	0.2	-7	2	0.7	-10	3	5	i	0
COc1ccc(C2(CNC(=O)c3cccc([N+](=O)[O-])c3)CCOCC2)cc1OC	-0.1	-0.3	-2	-1	-1.2	0	-2	-16	i	2
COc1ccccc1NC(=O)Nc1ccccc1C(=O)NCCCN1CCOCC1	-0.1	0.2	-4	1	-1.7	0	-4	2	i	-1
CC1CCc2cc(F)cc3c(O)c(C(=O)NCc4ccco4)c(=O)n1c23 (stereo not drawn)	0.2	-1.0	-9	-3	1.7	0	4	4	i	4
CCc1ccccc1NC(=O)N1CCC(NC(=O)C(Cc2ccccc2)NC(C)=O)CC1 (stereo not drawn)	0.6	0.6	-11	-1	-0.1	0	3	1	i	0
Nc1cc(=O)[nH]c(SCC(=O)c2ccc(O)cc2O)n1	2.2	2.8	-12	-3	-2.3	2	-1	8	i	0
CC(=O)Nc1sc(C)c(C)c1C(=O)OCC(=O)NCc1ccc(F)cc1	-0.4	-0.4	-4	4	-0.7	25	-4	-7	i	0
Cc1cccc(N2CCN(C(=O)CN3C(=O)NC(C)(C)C3=O)CC2)c1C	-0.4	2.2	-7	-1	-1.5	0	-4	-3	i	-3
O=C(CCN1C(=O)/C(=C\c2ccccc2)SC1=S)N1CCOCC1	-0.6	-0.4	-6	-1	0.5	9	-1	-16	i	-1
Cc1ccc(C(=O)N2CC3(C)CN(C(=O)c4ccc(C)cc4)CC(C)(C2)C3=O)cc1	-0.9	2.9	-3	-1	-0.1	2	3	1	i	-3
COc1cccc(CN2CCC(n3nccc3NC(=O)CCOc3ccccc3)CC2)c1O	-0.5	.	1	-7	5.6	0	3	-6	i	2
Cc1ccc(-c2nnn(CC(=O)N(Cc3cccs3)C(C(=O)NC3CCCC3)c3ccncc3)n2)cc1 (stereo not drawn)	-1.4	0.1	13	26	1.3	-21	3	45*	i	3
Fc1ccc(NC(=S)N/N=C/c2ccc(F)c(F)c2)cc1	-0.4	1.2	-1	-6	-2.6	0	-5	1	i	0
Cc1cccc(NC(=O)c2sc(Cl)nc2-c2ccccc2)c1	-1.2	0.1	-3	-12	-0.6	1	2	-4	i	0
CCOc1ccc(OCC)c(NC(=O)CSc2nnc(-c3cccnc3)o2)c1	-0.3	0.3	-5	4	-0.4	16	-1	1	i	3
COc1cccc(C2CC(c3cccs3)=NN2C(=O)CSC2=NCCS2)c1OC (stereo not drawn)	-0.3	0.0	2	7	3.7	-3	1	-10	i	3
COc1ccc(NC(=S)Nc2ccc3c(c2)c(=O)n(C)n3-c2ccccc2)cc1	-0.3	0.2	.	13	-0.7	-3	-7	1	i	4
COc1ccc(C(=O)C2CCN(CC(=O)Nc3ccc(C)cc3)CC2)cc1	-0.4	-0.6	3	-10	0.5	-1	1	3	i	-5
Cc1cc(C(=O)CN2C(=O)NC(CCS(C)(=O)=O)C2=O)c(C)n1C1CC1 (stereo not drawn)	-0.3	0.0	0	1	-1.2	-6	3	1	i	-5
O=C(Nc1ccc(OC(F)F)cc1)c1ccccn1	-0.6	-0.2	-2	-5	0.1	-3	-3	2	i	-4

Some of the entries so far, in markdown.
| structure | TbMetRS inhib | MsrA inhibitor | Scp-1 inhibitor | NadD block | LMPTP inh | DNMT1 inh | CSN inh | SUMO1-SIM PPI | Rpn11 inh | STEP inh |
| --- | --- | --- | --- | --- | --- | --- | --- | --- | --- | --- |
| Nc1cc(=O)[nH]c(SCC(=O)c2ccc(O)cc2O)n1 | 2.2 | 2.8 | -12 | -3 | -2.3 | 2 | -1 | 8 | i | 0 |
| CC(=O)Nc1sc(C)c(C)c1C(=O)OCC(=O)NCc1ccc(F)cc1 | -0.4 | -0.4 | -4 | 4 | -0.7 | 25 | -4 | -7 | i | 0 |
| Cc1cccc(N2CCN(C(=O)CN3C(=O)NC(C)(C)C3=O)CC2)c1C | -0.4 | 2.2 | -7 | -1 | -1.5 | 0 | -4 | -3 | i | -3 |
| O=C(CCN1C(=O)/C(=C\c2ccccc2)SC1=S)N1CCOCC1 | -0.6 | -0.4 | -6 | -1 | 0.5 | 9 | -1 | -16 | i | -1 |
| Cc1ccc(C(=O)N2CC3(C)CN(C(=O)c4ccc(C)cc4)CC(C)(C2)C3=O)cc1 | -0.9 | 2.9 | -3 | -1 | -0.1 | 2 | 3 | 1 | i | -3 |
| COc1cccc(CN2CCC(n3nccc3NC(=O)CCOc3ccccc3)CC2)c1O | -0.5 | . | 1 | -7 | 5.6 | 0 | 3 | -6 | i | 2 |
| Cc1ccc(-c2nnn(CC(=O)N(Cc3cccs3)C(C(=O)NC3CCCC3)c3ccncc3)n2)cc1 (stereo not drawn) | -1.4 | 0.1 | 13 | 26 | 1.3 | -21 | 3 | 45* | i | 3 |
| Fc1ccc(NC(=S)N/N=C/c2ccc(F)c(F)c2)cc1 | -0.4 | 1.2 | -1 | -6 | -2.6 | 0 | -5 | 1 | i | 0 |
| Cc1cccc(NC(=O)c2sc(Cl)nc2-c2ccccc2)c1 | -1.2 | 0.1 | -3 | -12 | -0.6 | 1 | 2 | -4 | i | 0 |
| CCOc1ccc(OCC)c(NC(=O)CSc2nnc(-c3cccnc3)o2)c1 | -0.3 | 0.3 | -5 | 4 | -0.4 | 16 | -1 | 1 | i | 3 |
| COc1cccc(C2CC(c3cccs3)=NN2C(=O)CSC2=NCCS2)c1OC (stereo not drawn) | -0.3 | 0.0 | 2 | 7 | 3.7 | -3 | 1 | -10 | i | 3 |
| COc1ccc(NC(=S)Nc2ccc3c(c2)c(=O)n(C)n3-c2ccccc2)cc1 | -0.3 | 0.2 | . | 13 | -0.7 | -3 | -7 | 1 | i | 4 |

Next part
SMILES	TbMetRS inhib	MsrA inhibitor	Scp-1 inhibitor	NadD block	LMPTP inh	DNMT1 inh	CSN inh	SUMO1-SIM PPI	Rpn11 inh	STEP inh
O=C(c1ccccc1NS(=O)(=O)c1ccc(F)cc1)N1CCc2ccccc21	0.2	1.0	4	-1	-0.1	1	0	1	i	-4
CC(NC(=O)COC(=O)COc1ccc(C(=O)c2ccccc2)cc1)c1ccccc1 (stereo not drawn)	-0.5	-0.1	3	-1	0.5	-2	-3	0	i	1
C[C@H]1CN([C@@H](C)CO)S(=O)(=O)c2ccc(Br)cc2O[C@@H]1CN(C)Cc1cccc(F)c1	-0.6	-0.7	.	2	1.7	-8	-4	4	i	-3
Cc1ccc(CN(C(=O)Cc2cccs2)C(C(=O)NC2CCCC2)c2ccncc2)cc1 (stereo not drawn)	0.0	-0.4	3	1	-1.9	1	1	-4	i	-2
O=NC1=C(c2c(O)[nH]c3ccccc23)CCCC1	-0.6	0.7	7	-3	-1.2	4	1	-3	i	-3
CCc1ccc(OCC(=O)OCC(=O)c2ccc3c(c2)NC(=O)CO3)cc1	0.3	0.2	-5	2	0.8	3	2	-16	i	3
O=C(NCC1CCCO1)c1cc([N+](=O)[O-])ccc1N1CCC(Cc2ccccc2)CC1 (stereo not drawn)	0.2	0.5	-5	3	4.9	1	-4	-23	i	1
Cc1ccc(NC(=O)Cn2c(=O)c3cccn3c3ccccc32)c(Cl)c1	-1.0	-0.7	7	6	3.8	1	6	4	i	2
Cc1cc(/C=C(/C#N)c2cccc(Cl)c2)c(C)n1C	0.1	4.6*	-1	2	-1.6	0	2	3	i	-2

Screening results: PubChem, several laboratories
